High-throughput results: PubChem, National Center for Advancing Translational Sciences (NCATS)
S-ASM inh = human S-ASM enzyme inhibition; AID 504937; Potency, µM (highest dose often 57.5 µM), for inactives: at the highest dose activity change, negative = inhibition, actives largely listed as inhibitors; P17405; hit rate 0.006% among 340,000; placental ASM, HMU-PC fluorogenic substrate, 60 min; note: potency is the fitted concentration of half-maximal effect
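Fluorogenic HMU-PC substrate (9 uM final) is turned over by placental ASM in 60 min at 37 C after a 10 min compound preincubation. Reaction ended by alkaline stop (pH 10), with fluorescence read at 386/447 nm.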
PTAP TSG101 blk = blocks PTAP/TSG101 interaction to inhibit HIV-1 budding; Fluorescence polarization, FITC-PTAP peptide / Tsg101 binding; 340,000 tested, under 10 active; Potency, µM (titrated, usually from 115 µM), for the others: top-dose activity change, negative = inhibition, actives largely listed as inhibitors; active = well fitted inhibition curve with a large enough effect in the main read-out, with a control signal flat, not every such curve was filed as active; inconclusive = small, poorly fitted or top-dose-only effect, or effect the other way, or a change in a side signal; inactive = no such curve, though single readings can be large or run the other way; note: potency is the fitted concentration of half-maximal effect; % of control where 0% means no effect
Target sequence (Q99816 whole entry, looked up): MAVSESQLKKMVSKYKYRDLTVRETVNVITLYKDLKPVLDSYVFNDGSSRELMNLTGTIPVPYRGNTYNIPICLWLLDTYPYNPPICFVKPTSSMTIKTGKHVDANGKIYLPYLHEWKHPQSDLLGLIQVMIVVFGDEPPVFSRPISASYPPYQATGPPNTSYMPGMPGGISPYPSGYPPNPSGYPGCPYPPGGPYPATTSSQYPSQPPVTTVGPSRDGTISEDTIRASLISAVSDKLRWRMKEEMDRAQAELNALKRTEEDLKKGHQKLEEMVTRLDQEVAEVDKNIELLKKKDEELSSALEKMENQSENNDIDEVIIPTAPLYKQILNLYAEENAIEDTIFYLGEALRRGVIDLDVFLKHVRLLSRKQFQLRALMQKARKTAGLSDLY
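Steps: Tsg101 binding domain dispensed (10 uM final), compounds pinned in DMSO, FITC-labeled PTAP-motif peptide added (50 nM final); after 20 min binding at room temperature, polarization measured.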
Tb PFK inh = T. brucei PFK enzyme inhibition. Potency, µM (highest dose often 57.5 µM), for the others: at the highest dose activity, negative = inhibition, actives largely listed as inhibitors. AID 485367. hit rate 0.17% among 330,000. T. brucei PFK, ADP-Glo luminescence;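 note: potency is the fitted concentration of half-maximal effect; 0% = uninhibited 1x PFK enzyme wells and -100% = no-enzyme wells; nearly all actives have a fitted effect of over 60% in size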
Target sequence (O15648 whole entry, looked up): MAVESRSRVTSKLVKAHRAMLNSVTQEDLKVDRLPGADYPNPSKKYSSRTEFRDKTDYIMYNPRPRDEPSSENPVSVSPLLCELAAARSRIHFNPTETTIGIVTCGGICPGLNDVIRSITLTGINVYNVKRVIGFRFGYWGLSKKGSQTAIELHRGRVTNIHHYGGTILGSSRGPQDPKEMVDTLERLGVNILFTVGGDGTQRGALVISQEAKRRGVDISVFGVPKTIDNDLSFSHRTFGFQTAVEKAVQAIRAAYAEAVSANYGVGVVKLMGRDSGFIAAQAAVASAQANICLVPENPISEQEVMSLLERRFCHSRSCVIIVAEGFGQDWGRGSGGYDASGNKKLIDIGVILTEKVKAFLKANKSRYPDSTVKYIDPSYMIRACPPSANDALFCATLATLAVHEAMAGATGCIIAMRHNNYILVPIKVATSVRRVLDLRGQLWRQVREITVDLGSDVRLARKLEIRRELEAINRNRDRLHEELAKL
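Luminescent ADP detection (ADP-Glo, two-step: ATP depletion then ADP-to-ATP conversion for luciferase) reported PFK activity after 45 min room-temperature reaction of 1.25 nM enzyme with 0.5 mM F6P and 0.1 mM ATP at pH 8.0.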
TSHR antag = antagonists of human thyroid stimulating hormone receptor | P16473 | activity change, negative = inhibition, % at 11.5 µM | hit rate 0.2% among 330,000 | TSHR-expressing cells, TSH-stimulated cAMP HTRF, 2 h; active compounds read low | AID 504810;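 active = activity change below a set negative limit, meaning inhibition stronger than a set level, cut at about -70% in these data; inconclusive = activity change between two set negative limits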; note: % is set by controls: 0 for no effect and ±100 for the full control effect
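TSHR-expressing cells, 200/well, pre-treated with compound, then stimulated with EC80 TSH (4nM final) for 2 hours at 37 deg C. cAMP measured by competitive HTRF: anti-cAMP cryptate antibody in lysis buffer plus cAMP-d2, read after 30 minutes at room temperature.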
ELG1 repair inh = ELG1-dependent DNA repair inhibition; HEK293T ELG1-luciferase reporter, luminescence, 16 h; DNA damage induced by 5-fluorouridine; Potency, µM (series often up to 46.1 µM), inactives show at the highest dose activity change, negative = inhibition, hits mostly inhibitors; hit rate 2.3% among 330,000; AID 504467; note: potency is the fitted concentration of half-maximal effect; % is set by controls: 0 for no effect and ±100 for the full control effect; nearly all actives have a fitted effect of over 55% in size
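Overnight (16 hr) co-exposure of 2,000 cells/well to 5-fluorouridine and compound at 37 °C preceded detection. Luciferase was quantified via ONE-Glo luminescence; loss of signal denotes inhibition.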
a7 integrin act = activates integrin-mediated alleviation for muscular dystrophy | alpha7betagal myoblasts, beta-gal FDG fluorescence, 48 h | Potency, µM (highest dose often 38.3 µM), without a hit: top-dose activation, usual class: activators | hit rate 0.064% among 350,000 | AID 624291;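 note: potency is the fitted concentration of half-maximal effect; 100% = response of the positive control SU9516; nearly all actives have a fitted effect of over 60% in size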
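Alpha7betagal+/- myoblasts (passage 13) were plated 16-24 hr, then exposed to compounds (1:260 dilution of DMSO stock) for 48 hours at 37C. After MPER lysis, β-galactosidase reporter activity was read as FDG fluorescence (ex 480/em 540) after 30 minutes.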
BCR signal inh = blocks chronic active B-cell receptor signaling; hit rate 0.05% among 340,000; Potency, µM (titrated, usually from 46.1 µM), without a hit: at the highest dose ratio change, negative = lower green/red ratio, actives largely listed as inhibitors; ABC-DLBCL IkBa-CBG/CBR reporter, luminescence ratio, 4 h; AID 493014; active = well fitted inhibition curve with a large enough effect in the signal ratio, with a control signal flat, not every such curve was filed as active; inconclusive = small, poorly fitted or top-dose-only effect, or effect the other way, or a change in a side signal; the % refers to the signal ratio;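 note: potency is the fitted concentration of half-maximal effect; plate controls were basal doxycycline-induced cells for no effect and cells given 10 µM MG132 for full effect; MG132 reads +100%, hits lower the ratio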
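TMD8 ABC-DLBCL cells carrying doxycycline-inducible green luciferase fused to IkappaBalpha plus unfused red luciferase were exposed to compounds (up to 46 uM) for 4 hrs at 37C. Activity came from the overlap-corrected green/red luminescence ratio.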
Eya2 phos inh = blocks the phosphatase activity of human Eya2; O00167; recombinant Eya2, OMFP fluorescence dephosphorylation (OMFP is methylfluorescein phosphate); Potency, µM (top dose mostly 76.9 µM), for inactives: at the highest dose activity, negative = inhibition, actives largely listed as inhibitors; hit rate 0.006% among 330,000; AID 488837; note: potency is the fitted concentration of half-maximal effect; % is set by controls: 0 for no effect and ±100 for the full control effect
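Eya2 (0.2 uM) preincubated 10 min at ambient with compound, then OMFP substrate added at 50 uM; 10 min reaction in 50 mM HEPES pH 7.5, 50 mM NaCl, 5 uM MgCl2, 0.05% BSA, 1 mM DTT. Fluorescence read at Ex 485/Em 525 nm.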
A-T KAP1 phos = potential ataxia-telangiectasia treatment; hit rate 0.19% among 320,000; […] A-T fibroblasts, KAP-1 phosphorylation AlphaLISA; neocarzinostatin DNA damage 30 min before lysis; Potency, µM (top dose mostly 57.5 µM), for inactives: top-dose activation, hits mostly activators; note: potency is the fitted concentration of half-maximal effect; % of control where 0% means no effect; nearly all actives have a fitted effect of over 45% in size
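hTERT-immortalized A-T patient fibroblasts ([…]), 500 cells/well in OPTI-MEM, 1% FBS, got compounds for 60 min, then NCS for 30 min at 37C. Lysates were then assayed for phospho-KAP-1 by AlphaLISA (anti-pKAP1 donor, anti-KAP1 acceptor beads), 6 hr at 25C.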
TCR activator = T cell receptor activation; AID 504894; primary human leukocytes, anti-CD3, IL-2 HTRF, 48 h; 330,000 tested, under 10 active; Potency, µM (series often up to 9.22 µM), for the others: at the highest dose activation of IL-2 secretion, actives largely listed as activators; note: % of control where 0% means no effect
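Readout: HTRF IL-2, Eu-cryptate/d2 antibody pair, 320nm excitation, 665nm emission. Stimulus: a-CD3 beads, no co-stimulation. Cells: primary human leukocytes. Exposure: 48 hr with compound.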
Mito fusion yeast = blocks mitochondrial division or promotes mitochondrial fusion; S. cerevisiae fusion-defective mutant growth rescue, CellTiterGlo 48 h; Potency, µM (top dose mostly 46.1 µM), inactives show at the top dose growth rescue (activation), most hits filed as activators; hit rate 0.23% among 320,000; AID 485298;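 note: potency is the fitted concentration of half-maximal effect; % of control where 0% means no effect; nearly all actives have a fitted effect of over 45% in size; temperature-sensitive fusion mutants such as fzo1-1 at 37 °C on non-fermentable ethanol glycerol medium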
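S. cerevisiae fusion-defective temperature-sensitive mutants (e.g. fzo1-1, mgm1-5) grown 48 h at 37C in YPEG (ethanol/glycerol non-fermentable) medium with 23 nl compound per well; growth rescue read as CellTiterGlo luminescence.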
The depositor's hits bear a star; ? = inconclusive; . = not tested or not shown; [ ] = another dose, or the depositor's remark. Unless noted, calls come from the whole dose curve; as a rule, active = well fitted curve in the direction sought with a large enough effect; inconclusive = small, poorly fitted or top-dose-only effect, or another doubt; inactive = no such curve, though single readings can be large; an effect the other way counts as inactive or inconclusive.

SMILES	S-ASM inh	PTAP TSG101 blk	Tb PFK inh	TSHR antag	ELG1 repair inh	a7 integrin act	BCR signal inh	Eya2 phos inh	A-T KAP1 phos	TCR activator	Mito fusion yeast
CC(=O)N1C(=O)N(C)C2C1N(C(C)=O)C(=O)N2C (centres undefined)	0%	-12%	-1%	3	-1%	12%	?	7%	-6%	-2%[46.1 µM]	5%
CC(=O)Nc1ccc(S(=O)(=O)N(CCO)Cc2ccccc2)cc1	-4%	-3%	1%	11	2%	-3%	6%	-23%	3%	.	1%
O=C(NC1CCCCCC1)c1ccc(CS(=O)Cc2ccccc2Cl)o1 (centres undefined)	3%	0%	3%	-5	-6%	-44%	0%	3%	-5%	-7%	-4%
CCC(CC)C1=NN2C(=N)/C(=C/c3ccc(OC(=O)c4ccco4)cc3)C(=O)N=C2S1	-13%	-3%	0%	-28	0%	-31%	2%	0%	4%	7%	-3%
Cc1ccccc1NC(=O)CSc1nc2scc(C)c2c(=O)[nH]1	0%	-1%	2%	-9	?	15%	-12%	11%	4%	-5%	5%
Cc1ccn2c(C(=O)NN=C3CCN(C)CC3)c(C)nc2c1	-1%	-2%	9%	19	17%	29%	-4%	-15%	-1%	-3%	?
CCn1c(SCC(=O)Nc2ccc3c(c2)OCCO3)nnc1-c1cccs1	1%	-9%	-1%	-5	0%	-13%	?	-6%	.	10%	1%
CC(=O)Nc1ccc(S(=O)(=O)N(C)c2nc3ccccc3nc2Cl)cc1	1%	-1%	-1%	-5	-5%	?	-18%	12%	-3%	3%	2%
CCCCC/C(=N\NC(=O)CCC(=O)NCc1ccccc1)c1ccccc1	3%	0%	0%	-6	?	-22%	1%	-6%	4%	1%[46.1 µM]	-22%
CC(=O)N1c2c(cc(Br)cc2S(=O)(=O)NCc2ccccc2)CC1C (centres undefined)	-2%	-4%	-13%	17	-36%	0%	-6%	-11%	-5%	6%	-3%

Seven entries from above in another layout.
structure | S-ASM inh | PTAP TSG101 blk | Tb PFK inh | TSHR antag | ELG1 repair inh | a7 integrin act | BCR signal inh | Eya2 phos inh | A-T KAP1 phos | TCR activator | Mito fusion yeast
Cc1ccccc1NC(=O)CSc1nc2scc(C)c2c(=O)[nH]1 | 0% | -1% | 2% | -9 | ? | 15% | -12% | 11% | 4% | -5% | 5%
CC(=O)Nc1ccc(S(=O)(=O)N(CCO)Cc2ccccc2)cc1 | -4% | -3% | 1% | 11 | 2% | -3% | 6% | -23% | 3% | . | 1%
CCn1c(SCC(=O)Nc2ccc3c(c2)OCCO3)nnc1-c1cccs1 | 1% | -9% | -1% | -5 | 0% | -13% | ? | -6% | . | 10% | 1%
CCC(CC)C1=NN2C(=N)/C(=C/c3ccc(OC(=O)c4ccco4)cc3)C(=O)N=C2S1 | -13% | -3% | 0% | -28 | 0% | -31% | 2% | 0% | 4% | 7% | -3%
Cc1ccn2c(C(=O)NN=C3CCN(C)CC3)c(C)nc2c1 | -1% | -2% | 9% | 19 | 17% | 29% | -4% | -15% | -1% | -3% | ?
CC(=O)N1C(=O)N(C)C2C1N(C(C)=O)C(=O)N2C (centres undefined) | 0% | -12% | -1% | 3 | -1% | 12% | ? | 7% | -6% | -2%[46.1 µM] | 5%
CCCCC/C(=N\NC(=O)CCC(=O)NCc1ccccc1)c1ccccc1 | 3% | 0% | 0% | -6 | ? | -22% | 1% | -6% | 4% | 1%[46.1 µM] | -22%

(list continues)
SMILES	S-ASM inh	PTAP TSG101 blk	Tb PFK inh	TSHR antag	ELG1 repair inh	a7 integrin act	BCR signal inh	Eya2 phos inh	A-T KAP1 phos	TCR activator	Mito fusion yeast
CC(C)(C)NC(=O)C(Cc1ccccc1)N1C(=O)c2ccccc2C1=O (centres undefined)	-3%	0%	-1%	-15	22%	-3%	-3%	-2%	-2%	-12%	2%
O=C(/C=C/c1ccccc1)C1=C(O)C(=O)N(CCO)C1c1ccc2c(c1)OCO2 (centres undefined)	-3%	0%	2%	7	-10%	-14%	?	4%	3%	0%	-4%
COC(C[C@@H]1O[C@@H]1C(=O)COCc1ccccc1)OC	5%	-3%	-1%	5	1%	17%	?	9%	-35%	17%	0%
O=C(O)C1=C[C@@H](c2ccc(F)cc2)C[C@@H](OCCCCO)O1	-1%	-1%	3%	-3	3%	1%	-3%	6%	-3%	0%	12%
CCn1c(C)cc(/C=C2\NC(=O)N(Cc3ccccc3)C2=O)c1C	32%[activator]	-4%	2%	-5	?	-4%	?	-15%	-3%	5%	2%
COc1ccc(-c2ccc3c(c2)S(=O)(=O)c2cccc(C(=O)NC4CCCC4)c2C3=O)cc1OC	0%	11%	-4%	0	23%	8%	1%	-9%	11%	-2%	-7%

An unsorted share of the library; any-hit rate near 3.2%.
